# DAX1 inh-1 = DAX1 (NR0B1) inhibitors on StAR promoter, primary screen, cell-based, luminescence, SF-1 (NR5A1), full-length DAX-1; HEK293T StAR-luciferase reporter, SF-1/DAX-1 repression relief; 370,000 compounds, 1.1% hits; AID 652010, 2013; inhibition, % at 6.8 µM;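 active means inhibition above the mean over all tested compounds plus 3 SD, cut at about 3.6% in these data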;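 further: 0% = DAX-1 cells with DMSO and 100% = cells lacking DAX-1 with DMSO; higher inhibition means more luminescence from relief of DAX-1 repression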
# DAX1 inh-2 = DAX1 (NR0B1) inhibitors, primary screen, cell-based, HEK293, Gal4-DAX1, luciferase luminescence | Nuclear receptor subfamily 0 group B member 1 (Homo sapiens), P51843 | HEK293 Gal4-DAX1 luciferase reporter | inhibition, % at 6.75 µM | 340,000 compounds, 0.99% hits | AID 504766, 2011;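 active means inhibition above the mean over all tested compounds plus 3 SD, cut at about 4.2% in these data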;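 further: 0% = DAX1-transfected cells with DMSO and 100% = empty-vector control cells with DMSO; inhibition shows as a rise in luminescence from relieved DAX1 repression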
# SMARCA2 act = SMARCA2 (BRM) function activators, primary screen, cell-based, luminescence, high throughput | AID 652017, 2013 | activation, % at 9.1 µM | 370,000 compounds, 1% hits | MG213 cells, MMTV-luciferase reporter, dexamethasone, overnight; in the data active means activation above about 7.8%;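 further: 0% = vehicle wells and 100% = reference activator wells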
# ssDAF-12 act = S. stercoralis DAF-12 nuclear receptor activators, primary screen, cell-based, luminescence, HEK293, GRIP1 co-expression, lit1-tk-luc; 370,000 compounds, 1% hits; AID 652126, 2013; activation, % at 6.8 µM; HEK293 ssDAF-12/GRIP1 lit1-tk-luc reporter; % of 3 µM dafachronic acid response; Nuclear hormone receptor DAF-12 (Strongyloides stercoralis);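 active means activation above the mean over all tested compounds plus 3 SD, cut at about 0.9% in these data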;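 further: 0% = DMSO-only wells and 100% = 3 µM delta7-dafachronic acid wells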
# hcDAF12 agonist = H. contortus DAF-12 nuclear receptor activators, primary screen, cell-based, luminescence, HEK293, lit1-tk-luc reporter; HEK293 hcDAF-12 lit1-tk-luc reporter; 0% DMSO, 100% Δ7-dafachronic acid; activation, % at 6.8 µM; 370,000 compounds, 1.4% hits;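 active means activation above the mean of all tested compounds plus 3 SD, cut at about 5.5% in these data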;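 further: 100% = response to 3 µM Δ7-dafachronic acid high control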
# sPLA2-III inh = human group III sPLA2 inhibitors, primary screen, biochemical, QFRET, BODIPY PC-A2 liposome substrate; Group 3 secretory phospholipase A2 (Homo sapiens), Q9NZ20; QFRET BODIPY PC-A2 liposome hydrolysis, fluorescence; inhibition, % at 12.2 µM; 370,000 compounds, 0.56% hits; AID 743126, 2013;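 active means inhibition above mean plus 3 SD of compounds lying within the high and low control bounds, cut at about 19% in these data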;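 further: 0% = median of test compound wells and 100% = no enzyme DMSO wells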
# NPR1 activator = GC-A stimulated cGMP production enhancers – HEK293 GC-A cells, cGMP TR-FRET, EC30 ANP, primary screen; Atrial natriuretic peptide receptor 1 (Homo sapiens), P16066; 0% at EC30 ANP, 100% saturating ANP; activation, % at 10 µM; 370,000 compounds, 0.14% hits; in the data active means activation above about 40%
# Target sequence (P16066 whole entry, looked up): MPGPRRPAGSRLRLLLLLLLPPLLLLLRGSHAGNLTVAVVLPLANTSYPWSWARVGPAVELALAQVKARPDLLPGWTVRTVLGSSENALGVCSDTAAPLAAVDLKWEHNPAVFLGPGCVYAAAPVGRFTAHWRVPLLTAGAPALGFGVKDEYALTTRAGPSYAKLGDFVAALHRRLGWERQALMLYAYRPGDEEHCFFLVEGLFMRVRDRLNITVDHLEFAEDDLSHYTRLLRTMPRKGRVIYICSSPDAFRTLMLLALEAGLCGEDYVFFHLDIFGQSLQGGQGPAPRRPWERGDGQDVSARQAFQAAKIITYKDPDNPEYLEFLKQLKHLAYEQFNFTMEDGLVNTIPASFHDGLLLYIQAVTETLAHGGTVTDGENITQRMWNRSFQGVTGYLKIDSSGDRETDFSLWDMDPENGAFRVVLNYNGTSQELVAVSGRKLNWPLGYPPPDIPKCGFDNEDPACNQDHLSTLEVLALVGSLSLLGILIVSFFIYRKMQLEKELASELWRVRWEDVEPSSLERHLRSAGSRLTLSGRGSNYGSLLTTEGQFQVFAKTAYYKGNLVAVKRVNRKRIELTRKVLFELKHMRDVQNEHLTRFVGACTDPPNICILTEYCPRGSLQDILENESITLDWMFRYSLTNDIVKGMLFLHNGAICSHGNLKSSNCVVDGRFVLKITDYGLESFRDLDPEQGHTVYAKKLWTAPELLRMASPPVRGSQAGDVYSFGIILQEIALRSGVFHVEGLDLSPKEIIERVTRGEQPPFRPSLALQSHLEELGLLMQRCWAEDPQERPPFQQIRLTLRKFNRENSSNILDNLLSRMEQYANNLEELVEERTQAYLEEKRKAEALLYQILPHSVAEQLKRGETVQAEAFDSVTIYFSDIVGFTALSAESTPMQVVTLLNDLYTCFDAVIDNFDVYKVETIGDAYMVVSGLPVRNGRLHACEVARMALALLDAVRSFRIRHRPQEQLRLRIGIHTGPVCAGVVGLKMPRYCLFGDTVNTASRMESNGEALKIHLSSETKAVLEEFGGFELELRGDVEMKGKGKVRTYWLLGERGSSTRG
# GAA850 FXN act = FXN promoter activators, primary screen, cell-based, luciferase luminescence, HEK293 lucGAA850. HEK293 lucGAA850 FXN promoter luciferase reporter, 24 h; percent of 10 µM SAHA response. activation, % at 6 µM. 360,000 compounds, 0.56% hits;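 active means activation above the average of all compounds screened plus 3 SD, cutoff fixed separately per campaign, cut at about 7.5% in these data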;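 further: 0% = DMSO wells and 100% = 10 µM SAHA wells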
# ADAM10 inh = human ADAM10 inhibitors, primary screen, biochemical, QFRET, HTS; 370,000 compounds, 0.62% hits; Disintegrin and metalloproteinase domain-containing protein 10 (Homo sapiens), O14672; inhibition, % at 7 µM; AID 720582, 2013; recombinant ADAM10, EDANS/DABCYL FRET peptide cleavage, 3 h;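 active means inhibition above a per-campaign cutoff equal to the mean of compounds falling between control-based bounds plus 3 SD, cut at about 20% in these data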;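 further: 0% = DMSO wells while the 100% control is not disclosed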
# GC-B act = human GC-B receptor activators, primary screen, HEK293 GC-B cells, cGMP TR-FRET, EC30 CNP | 0% at EC30 CNP, 100% saturating CNP | activation, % at 10 µM | 370,000 compounds, 0.11% hits | AID 1920062, 2024;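 active means activation at 10 µM reaching about 35% in either raw or pattern-adjusted values, limit read from the data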
# hgDAF12 agonist = H. glycines DAF-12 receptor agonists, primary screen, cell-based, luminescence, HEK293, GAL4 fusion, UAS-luciferase; Nuclear hormone receptor DAF-12 (Heterodera glycines), GAL4 fusion; HEK293 GAL4-hgDAF12 UAS-luciferase reporter, agonist luminescence; normalized to butyrate control; activation, % at 6.8 µM; 370,000 compounds, 1.8% hits;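 active means activation above a cutoff set at the mean of all screened compounds plus 3 SD, cut at about 10% in these data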;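 further: 0% = DMSO wells and 100% = sodium butyrate wells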
# The depositor's hits bear a star; i = inactive; . = not tested or not shown.
item	canonical_smiles	GC-B act	NPR1 activator	ADAM10 inh	sPLA2-III inh	SMARCA2 act	hgDAF12 agonist	ssDAF-12 act	hcDAF12 agonist	DAX1 inh-2	DAX1 inh-1	GAA850 FXN act
1	C=CCn1c(COc2ccc(CC)cc2)nnc1SC/C(O)=C(\C#N)c1nc2ccccc2[nH]1	5	-4	-30	-11	1	1.5	0.1	8.2*	0.2	0.1	-0.9
2	CCc1c(C)nc(SCC(=O)Nc2ccc(Br)cc2)[nH]c1=O	-6	-6	-4	-1	-1	-0.4	-1.7	0.5	-0.4	-0.5	1.8
3	Cc1nn(-c2ccccc2)c(Cl)c1C(=O)NCC1CCCO1 (configuration not stated)	-5	1	-3	4	-1	2.1	-1.0	0.2	0.8	0.2	1.6
4	COc1ccc(Cl)cc1NC(=S)Nc1cccnc1	0	4	-5	4	-1	0.8	-0.7	-0.3	2.0	-0.3	2.0
5	COc1cccc(OC)c1Oc1ccc(C(F)(F)F)cn1	8	0	-3	3	0	3.1	-1.4	-0.5	-0.2	0.5	1.1
6	CCn1ncc([N+](=O)[O-])c1C(=O)N1CCCC1	1	3	-2	4	1	1.6	-1.2	-0.4	0.7	0.0	1.2
7	COC(=O)C1=C(C)N(Cc2ccccc2)C(=NCc2ccco2)N[C@H]1c1cccc(F)c1	-13	-13	-4	8	0	4.7	-1.3	-2.4	-0.1	-0.1	-2.9
8	O=c1c(-c2ccc(F)cc2)[n+]([O-])c2ccccc2n1OCc1ccccn1	-2	2	-5	5	-1	1.9	-1.5	-0.4	0.0	0.0	0.7
9	COC(=O)c1scc(C)c1NC(=O)C1CCCCC1	1	3	3	2	-2	-1.0	-0.2	0.3	-0.5	-1.1	0.9
10	CCOC(=O)Cc1csc(NC(=O)c2cccc(OC)c2)n1	-2	-2	7	5	1	-0.8	-1.5	0.7	-0.3	-0.3	2.8
11	COc1ccc(C(=O)COC(=O)CCN=C2NS(=O)(=O)c3ccccc32)c(OC)c1	-7	16	-8	4	0	0.8	-0.8	-0.9	-0.2	-1.6	1.4
12	CC(=O)c1cccc(NS(=O)(=O)c2cc3c(cc2C)N(C(C)=O)CCO3)c1	-1	-2	-7	-1	-2	1.7	-1.2	-0.9	1.2	-0.3	0.5
13	CCOc1ccc(CN2CCN(C(=O)c3ccccc3)CC2)cc1	3	2	-9	6	-2	-6.1	-1.9	-3.4	-0.3	-1.4	-2.4
14	CCn1c(CCC(N)=O)nnc1SCC(=O)c1cc(C)n(C2CC2)c1C	7	3	5	2	-2	1.8	-1.6	0.3	1.7	-0.5	-0.5
15	COc1ccc(C(=O)Nc2ccc(Cl)c(S(=O)(=O)N3CCOCC3)c2)cc1	3	3	8	-9	-5	-8.1	-2.4	-4.3	-5.3	-3.9	-2.2
16	Cc1ccc(C(C(=O)NC2CCCC2)N2CCCCC2)cc1 (configuration not stated)	-16	-22	-8	0	0	-0.4	-1.3	-0.2	2.0	-0.4	-3.4
17	CC(/C=C/c1ccccc1)=N\NC(=S)NC(C)C	-5	2	6	9	6	5.4	-1.6	-0.7	-0.4	0.2	3.8
18	CCN(C(=O)COC(=O)c1cc(S(=O)(=O)N2CCc3ccccc32)ccc1OC)C1CCS(=O)(=O)C1 (configuration not stated)	1	4	-13	-3	-5	-2.4	-0.8	0.9	-0.6	0.9	3.2
19	Cc1cc(SCC(=O)NCC(c2cccs2)N2CCOCC2)c(C)cc1Br (configuration not stated)	-12	-16	11	-10	-1	-2.8	-2.0	-3.0	-2.2	-2.3	0.8
20	CCCC1C(c2ccc(OC)cc2)C(C#N)(C#N)C2(C#N)CC1(N)NC2=O (configuration not stated)	-6	-5	8	-5	-1	0.2	-1.4	-0.5	-1.3	0.3	-1.7
21	C=CCCCCCCCCc1nc(SCC(=O)O)n[nH]1	-6	0	-2	-11	-2	0.9	-1.0	-1.1	4.0	0.2	3.6
22	COc1cccc(C2C(C(=O)c3sc(C)nc3C)=C(O)C(=O)N2CCN2CCOCC2)c1 (configuration not stated)	2	-2	-4	-1	0	-1.5	-1.4	-0.4	-0.8	0.5	-0.1
23	Cn1c(CS/C(N)=N/N=C/c2ccccc2)c(Br)c(=O)n1-c1ccccc1	-1	-3	6	-2	-1	1.7	-1.0	-1.3	0.5	-0.5	-1.6
24	COc1ccc(-c2cc(C(F)(F)F)c3c(N)c(C(=O)NCCSC)sc3n2)cc1	-7	21	-81	4	-2	0.4	-0.8	1.5	2.2	-0.3	2.9
25	O=C(Nc1ccccc1)C1=C[C@@H](c2ccc(C(F)(F)F)cc2)C[C@@H](OCCCCO)O1	-3	0	3	-4	2	2.5	-1.2	0.6	1.3	-0.3	1.0
26	O=C(Nc1ccc(F)cc1)Nc1ccc(NC(=O)c2ccccc2O)cc1	0	-1	-56	-5	-3	2.9	-1.4	1.8	.	-0.1	1.1
27	Cc1ccc2c(Cl)c(C)c(N3CCOCC3)nc2n1	2	0	-11	7	-2	-1.9	-1.8	-0.4	-1.5	-0.4	1.0
28	Cc1ccc(N(Cc2ccccc2)C(=O)c2cccc(S(=O)(=O)N3CC(C)OC(C)C3)c2)cc1 (configuration not stated)	2	-1	1	-6	-1	-2.7	-1.5	-3.6	-3.1	-4.4	-1.0
29	CC(=O)N[C@@H](Cc1c[nH]c2ccccc12)C(=O)NC1CC1	4	5	-4	1	-3	0.4	-0.2	1.7	0.7	-0.2	3.2
30	COc1ccc(C(O)Cc2nc3ccccc3n2C)cc1OC (configuration not stated)	3	3	2	4	-1	1.2	-1.1	-2.4	-0.1	0.3	4.2
31	CCCCOc1ccccc1C1CC(=O)NC2=C1C(=O)CCC2 (configuration not stated)	3	-1	1	-7	0	-1.1	-0.9	0.5	-0.6	-0.9	-2.5
32	CCOC1(C(F)(F)F)NC(=O)N(Cc2ccc(OC)cc2)C1=O (configuration not stated)	6	2	3	2	1	3.1	-0.8	2.2	1.5	-0.5	-1.0
33	COc1cc(C2CC(=O)N3CN(c4ccccc4C)CSC3=C2C#N)cc(OC)c1OC (configuration not stated)	4	0	3	-7	3	2.5	-0.9	0.9	.	-0.5	.
34	CN1CCN(NC(=O)c2cn(-c3ccccc3)nc2-c2cccc(Br)c2)CC1	-8	-2	4	-12	2	-0.7	-1.1	-1.4	-0.5	-0.5	1.2
35	COc1ccc2cc3cc(C(=O)N4CCN(Cc5ccc6c(c5)OCO6)CC4)oc3nc2c1	5	8	-455	-8	-2	-1.2	-0.7	-0.2	-0.4	-0.7	-0.5
36	CC(C)CC1C(=O)N(Cc2cn(Cc3ccco3)nn2)CCS(=O)(=O)N1Cc1ccc(-c2ccc(F)nc2)cc1 (configuration not stated)	-2	-5	10	-38	-4	-2.7	-1.5	-3.0	-1.9	-1.0	-4.9
37	COC(=O)c1cnc(NNC(=O)c2ccc([N+](=O)[O-])cc2)nc1C(F)(F)F	6	9	8	17	-2	0.5	-1.4	0.7	1.4	-0.2	-0.1
38	COc1ccc(C([O-])=Nc2ccc[n+](-c3nc4ccccc4nc3NS(=O)(=O)c3ccccc3)c2)cc1	26	18	5	3	4	-1.5	-1.7	0.8	.	0.0	.
39	CC1(C)Cc2c(c(N3CCOCC3)nc3sc4c(NCCN)ncnc4c23)CO1	3	15	-60	4	5	0.9	-0.8	-1.1	-0.8	-0.2	0.4
40	CCOc1ccc(NC(=O)CCN2C(=O)CSc3ccccc32)cc1	1	1	-1	1	-1	0.4	-0.6	-1.2	0.8	0.9	0.0
41	Cc1cc(N2CCN(S(=O)(=O)c3ccc4ccccc4c3)CC2)n2ncnc2n1	-8	-2	3	-7	-2	0.2	-1.7	-3.0	-0.7	-0.5	5.2
42	Cc1nc2nc(-c3ccccc3)cc(=O)n2[nH]1	-2	1	-1	0	1	0.0	-0.1	-1.3	1.3	0.4	-1.1
43	Cc1ccccc1CN(C)CC(=O)Nc1c(C)cccc1C(C)C	-2	-3	-8	-4	-1	3.7	-1.6	-0.6	0.6	-0.9	-1.0
44	CCCCNS(=O)(=O)c1ccc2nc(-c3cccnc3)cc(C(=O)NCC(OC)OC)c2c1	0	-8	2	0	1	-0.6	-1.3	0.4	-0.1	-0.1	1.5
45	S=C(Nc1ccc(Cl)cc1)Nc1cccc2cnccc12	-4	-6	-5	-5	-1	-2.4	-0.8	1.4	-0.2	-1.1	-1.5
46	N=c1c2c3c(sc2ncn1Cc1ccccc1)CCCC3	-4	2	-7	0	3	0.0	-0.6	0.3	0.3	0.4	0.5
47	CCOC(=O)c1oc2nc(C(C)C)c3c(c2c1N)CCC3	-2	3	i	3	-2	-2.3	-0.8	-3.9	1.4	-0.7	-2.4

# In the list so far, these contain a CF3 group:
item	canonical_smiles	GC-B act	NPR1 activator	ADAM10 inh	sPLA2-III inh	SMARCA2 act	hgDAF12 agonist	ssDAF-12 act	hcDAF12 agonist	DAX1 inh-2	DAX1 inh-1	GAA850 FXN act
5	COc1cccc(OC)c1Oc1ccc(C(F)(F)F)cn1	8	0	-3	3	0	3.1	-1.4	-0.5	-0.2	0.5	1.1
24	COc1ccc(-c2cc(C(F)(F)F)c3c(N)c(C(=O)NCCSC)sc3n2)cc1	-7	21	-81	4	-2	0.4	-0.8	1.5	2.2	-0.3	2.9
25	O=C(Nc1ccccc1)C1=C[C@@H](c2ccc(C(F)(F)F)cc2)C[C@@H](OCCCCO)O1	-3	0	3	-4	2	2.5	-1.2	0.6	1.3	-0.3	1.0
32	CCOC1(C(F)(F)F)NC(=O)N(Cc2ccc(OC)cc2)C1=O (configuration not stated)	6	2	3	2	1	3.1	-0.8	2.2	1.5	-0.5	-1.0
37	COC(=O)c1cnc(NNC(=O)c2ccc([N+](=O)[O-])cc2)nc1C(F)(F)F	6	9	8	17	-2	0.5	-1.4	0.7	1.4	-0.2	-0.1

# A few values from the list.
# Value of no. 36 in hcDAF12 agonist: -3.0
# Value of no. 31 in ADAM10 inh: 1
